Yfh1-depleted yeast: enhancers of respiration in Yfh1-depleted yeast, dose response, Friedreich's ataxia, plus single-dose screen (AID 1465); actives 0.074% (n = 220,000); fold induction at 50 µM, or EC50 in µM where a hit was titrated; S. cerevisiae Yfh1-off respiration, WST-1 reduction, 72 h; higher fold induction means a stronger effect;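 active = fold induction of absorbance versus untreated yeast above a set limit, then at least 30% activation at any dose in follow-up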;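 also: activators that raise dye reduction in frataxin-depleted yeast; strong numbers were not always called active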
Dynein cargo inh: inhibitors of GR-EGFP nuclear translocation, primary screen, dynein cargo transport inhibitor project, imaging, high-content, 3617.4 mouse cells. actives 0.47% (n = 220,000). test concentration mostly 20 µM; stimulated with dexamethasone, 1 µM; hits give low values. z-score, hits read low;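 active = plate z-score of nuclear minus cytoplasmic receptor signal below a set negative limit, without overly bright fluorescence or cell loss, cut at about -3.5 in these data, passing the limit was not always enough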;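 also: z-score of nuclear minus cytoplasmic ring GR-EGFP intensity difference per well; some compounds called inactive have numbers as strong as hits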
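Schedule: 48 h induction, then 1 h compound, then 30 min agonist, 37 °C. Buffer or medium: tetracycline-free induction medium containing charcoal-stripped FBS. Reagent: 1.0 µM final dexamethasone stimulus. Evaluation: nuclear versus cytoplasmic GR-EGFP signal, averaged per well. Signal: high-content fluorescence imaging after fixation.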
Insulin prom up: insulin promoter activators in MIN6 cells, imaging, high-content screening, mouse beta cells | MIN6 insulin promoter-GFP reporter; hits give high values | actives 0.3% (n = 190,000) | z-score at 5 µM | AID 1625, 2009;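 active = z-score above 3 at 5 µM with at least 500 cells counted in the well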
PMI inhibition: human PMI inhibitors, high substrate, primary screen, biochemical, fluorescence intensity, high mannose 6-phosphate (AID 1220); Mannose-6-phosphate isomerase (Homo sapiens); recombinant PMI enzyme, coupled fluorescence intensity; higher % means a stronger effect; inhibition, % at 20 µM; hits with a dose series show IC50 in µM; actives 0.66% (n = 190,000)
MT stabilize HCS: microtubule stabilizers in HeLa cells, primary screen, imaging, high-content imaging; HeLa tubulin immunostaining HCS, 24 h; share of cells brighter than vehicle mean+2SD; % tubulin-high responders, % at 10 µM; AID 2205, 2009; actives 0.83% (n = 200,000);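 active = plate Z-score above 3 for both tubulin-high and condensed-nucleus cell shares, with cell loss under 80%, at 10 µM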;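 also: anti alpha tubulin signal scored within the nucleus-defined area of each cell; some results filed as inactive read as strong as hits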
Autophagy HCS: autophagy modulators in MEF cells, primary screen, imaging, high-content, MEF GFP-LC3; MEF GFP-LC3 puncta imaging; test concentration mostly 10 µM; calls only at 10 µM (by protocol); actives 0.98% (n = 190,000);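 active = percentage of spot-positive cells more than 3 SD above its plate mean, without a fluorescence outlier flag or 80% toxicity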;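 also: spot-positive cell cutoff set from DMSO-treated cells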
PMI inhibitors: inhibitors of human PMI, primary screen, biochemical, fluorescence intensity, coupled assay (AID 1209). Mannose-6-phosphate isomerase (Homo sapiens). purified PMI enzyme, coupled fluorescence intensity; higher % means a stronger effect. inhibition, % at 20 µM, or IC50 in µM where a hit was titrated. actives 0.42% (n = 190,000);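 also: plate controls were DMSO vehicle for no effect and wells lacking substrate for full effect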
b-catenin transl: modulators of beta-catenin nuclear translocation, primary screen, imaging, HeLa cells, immunofluorescence, high-content. nuclear translocation activity, % at 5 µM. actives 0.3% (n = 190,000). AID 1665, 2009;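 active = nuclear translocation activity above 50% at 5 µM, with a well cell count of 50 or more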;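 also: per-cell ratio of nuclear to cytoplasmic median beta-catenin stain intensity; plate controls were DMSO negative control for no effect and GSK-3 inhibitor IX positive control for full effect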
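Signal – beta-catenin immunofluorescence imaging with DAPI · Test system – human HeLa cell line · Dosing – 5 µM primary single dose, 0.1% DMSO, 0.02–20 µM confirmation series · Measure – % activation, nuclear-to-cytoplasmic median beta-catenin signal ratio per cell · Incubation – 24 h compound exposure at 37°C, 5% CO2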
WT yeast gro inh: growth inhibition of WT strain, primary screen, mitochondrial fusion inhibitor project, WT and mutant strains, chemical genetic. inhibition, % at 10 µM. AID 1362, 2008. actives 2.1% (n = 190,000). mitochondrial fusion phenotypic screen; in the data active = inhibition above about 58%; tested in S. cerevisiae
WT yeast gro inh mutant strain: recorded beside WT yeast gro inh, whose call it bears; inhibition, %; mitochondrial fusion phenotypic screen, mutant strain inhibition
Dynein cargo inh cytoplasmic EGFP: recorded beside Dynein cargo inh, whose call it bears; z-score; measured here: cytoplasmic GR-EGFP intensity; hits give high values
Dynein cargo inh nuclear GR-EGFP: recorded beside Dynein cargo inh, whose call it bears; z-score; measured here: nuclear GR-EGFP intensity;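 lower value marks the stronger effect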
Dynein cargo inh cell count: also measured in Dynein cargo inh; calls as there; z-score; measured here: cell count per field
Insulin prom up cell count: second read-out of Insulin prom up, no call of its own (marks repeat the call); cell count; measured here: cytotoxicity, nuclei count;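 total cells summed across four imaged fields per well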
b-catenin transl cell count 5 µM: also measured in b-catenin transl; calls as there; cell count; measured here: cell count, cytotoxicity flag
MT stabilize HCS Hoechst-high %: further read-out of MT stabilize HCS, marked with its call; % Hoechst-high responders; measured here: nuclear condensation Hoechst responders;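 share of cells brighter than vehicle mean plus two SD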
MT stabilize HCS cytotoxicity %: also measured in MT stabilize HCS; calls as there; toxicity, %; measured here: cytotoxicity by cell density;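 0% = mean cell density of plate MIN control wells and 100% = no cells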
Autophagy HCS cell loss 18 h: second read-out of Autophagy HCS, no call of its own (marks repeat the call); toxicity, %; measured here: cell loss, nuclei count;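 cell loss after 18 h compound exposure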
* hit, by the source's call; i = inactive; x = not tested or not shown. Rule as the data show it, unless noted: active = inhibition above about 50%; inactive = the rest.

SMILES	Yfh1-depleted yeast	Dynein cargo inh	Dynein cargo inh cytoplasmic EGFP	Dynein cargo inh nuclear GR-EGFP	Dynein cargo inh cell count	Insulin prom up	Insulin prom up cell count	PMI inhibition	MT stabilize HCS	MT stabilize HCS Hoechst-high %	MT stabilize HCS cytotoxicity %	Autophagy HCS	Autophagy HCS cell loss 18 h	PMI inhibitors	b-catenin transl	b-catenin transl cell count 5 µM	WT yeast gro inh	WT yeast gro inh mutant strain
Cc1ccc(NC(=O)c2scc3c2CCCC3)cc1	i	2.28	-0.298	0.649	-0.781	0.02	1321	17.1%	2.2	1.2	3.4	i	5.6	15.6%	2.1	560	27.2	9.6
CC(=O)Nc1ccc(OC(=O)c2cc([N+](=O)[O-])ccc2Cl)cc1	i	-0.0884	-0.196	-0.134	0.142	0.14	1577	0.7%	1.1	2.3	11.6	i	-0.5	2.5%	0.0	1448	-12.0	1.9
CCOC(=O)c1cccc(N/C=C/C(=O)c2ccc(OC)c(OC)c2)c1	i	-0.438	-0.233	-0.306	0.987	0.12	1657	12.0%	1.6	1.6	5.1	i	-3.4	16.0%	-1.1	1359	-9.6	-0.5
O=c1cc(CSc2nnnn2-c2ccccc2)nc(Nc2ccc(F)cc2)[nH]1	i	-0.0263	-0.226	-0.107	0.3	-0.82	938	-1.5%	1.7	0.9	8.5	i	9.8	-8.2%	-1.9	1146	2.3	-14.0
CCCCCC1CCC(c2ccc(C(N)=O)cc2)CC1 (stereo unspecified)	i	0.324	0.231	0.828	0.439	-0.58	1510	-7.4%	3.5	1.9	3.8	i	-17.3	1.9%	0.0	1402	-12.9	18.9
CCCc1cc(C(=O)NC2CCCCC2)no1	i	0.668	-0.163	0.699	-0.362	0.03	1541	-0.6%	3.0	3.4	8.7	i	4.2	2.7%	1.7	965	-7.0	-14.3
COC(=O)C1CCN(c2ccc([N+](=O)[O-])cc2[N+](=O)[O-])CC1	i	0.794	-0.144	0.779	-1.32	-0.04	1443	9.1%	5.3	4.9	3.4	i	-12.0	13.6%	-0.3	954	22.8	-4.4
CCN(C(=O)COC(=O)c1[nH]c(C)c(C(C)=O)c1C)C1CCS(=O)(=O)C1 (stereo unspecified)	i	-0.559	-0.232	-0.228	-0.364	1.16	1478	9.1%	2.1	1.3	1.1	i	6.4	8.1%	-0.6	1526	-13.0	-6.6
COc1ccc(C(=O)N/C(=C\c2cccc([N+](=O)[O-])c2)C(=O)Nc2cccc(C(=O)O)c2)cc1	i	-0.783	-0.0641	-0.262	0.362	x	x	6.8%	1.1	1.7	8.2	i	-18.7	1.9%	3.7	844	-0.5	3.6
CCc1nnc(NC(=O)c2ccc(Cl)c(S(=O)(=O)N3CCc4ccccc4C3)c2)s1	i	0.0621	-0.166	0.427	-0.505	-0.32	1306	-3.3%	2.6	2.0	7.1	i	1.4	-8.0%	-1.9	1166	-2.2	-1.0
CCN(c1ccc(NC(=O)COC(=O)/C=C/c2cccs2)cc1)C(C)C	i	0.854	-0.168	0.361	0.115	-0.41	1382	27.0%	3.6	2.0	1.5	i	23.9	21.4%	-0.1	970	12.7	-19.6
O=C(C1CCCN(S(=O)(=O)c2cccs2)C1)N1CCC(N2CCCCC2)CC1 (stereo unspecified)	i	-0.0513	-0.113	0.097	-0.432	-0.58	1928	2.0%	3.8	2.4	8.3	i	14.3	4.8%	-0.2	1063	-7.5	-10.9
COc1cc(CNc2ccc(N3CCN(C(C)=O)CC3)cc2)ccc1OCc1ccccc1	i	-1.13	-0.308	-0.493	1.83	-0.82	1510	38.7%	3.9	2.6	9.8	i	-15.5	20.0%	2.2	881	-11.4	-3.6
CC1(C)NC(=O)N(CCSc2ccc(Cl)cc2)C1=O	i	-0.811	0.028	-0.383	0.512	1.1	962	-11.3%	2.6	3.1	6.3	i	-0.7	-3.2%	x	x	-12.9	-7.7
O=C(NCCOc1ccccc1)c1ccccc1[N+](=O)[O-]	i	-0.654	-0.255	-0.076	0.205	0.48	1623	2.9%	3.2	2.6	6.2	i	0.1	-1.6%	-4.7	1010	0.1	-0.9
CC(C)Cn1c(N)c(-c2nc(C(C)C)c(C(=O)c3ccccc3F)s2)c(=O)n(C)c1=O	i	-0.647	-0.257	0.242	0.861	-0.83	1505	2.8%	3.7	2.8	6.0	i	-4.4	-2.6%	-1.9	1088	2.9	6.9
NC(=O)c1ccsc1NC(=O)CCS(=O)(=O)c1ccccc1	i	-0.0156	-0.298	0.532	0.535	0.66	1612	8.5%	8.8	2.6	6.1	i	6.7	12.7%	1.1	863	3.1	17.9
Oc1ccc(C=Nc2ccc(N3CCOCC3)cc2)c(O)c1	x	0.522	0.167	0.71	-1.39	-0.12	1338	13.7%	1.8	1.5	2.7	i	1.9	14.1%	-6.1	1209	0.4	21.9
COc1ccccc1N=C(C)C1=C(O)CSC1=O	i	-0.303	-0.207	0.0422	0.1	x	x	54.1%*	4.3	3.1	12.3	i	0.2	22.1%	-4.0	987	11.2	7.2
CCOC(=O)c1[nH]c(C)c(/C(O)=C2\C(=O)C(=O)N(CCN(C)C)C2c2ccc(C)o2)c1C (stereo unspecified)	i	-0.725	-0.23	-0.251	0.912	-0.26	1478	-0.3%	26.3	14.4	21.4	i	-2.2	-21.5%	-6.8	945	-0.5	4.2
Cc1ccc(CNC(=O)c2cncc(Br)c2)cc1	i	0.808	-0.167	0.509	-0.394	0.11	1643	5.8%	3.6	1.7	2.3	i	12.3	10.4%	-0.3	1025	41.6	25.2
O=C1NC(=Nc2cccnc2)S/C1=C\c1cccc(F)c1	i	-0.0124	-0.171	-0.0102	-0.176	0.51	1484	x	x	x	x	x	x	x	-3.5	1099	x	x
Fc1ccc(NC(=S)NCc2cccnc2)cc1	i	0.73	-0.307	0.615	0.0204	-0.36	1426	1.6%	2.7	4.0	8.2	i	21.8	6.6%	0.9	1443	-6.5	2.9
CC1(C)CC2(CC(c3ccccc3)Oc3cc(O)ccc32)NC(=O)N1 (stereo unspecified)	i	-0.122	-0.261	-0.012	0.313	-0.82	1403	7.6%	2.1	1.8	7.6	i	0.4	2.6%	-1.6	955	-14.1	-8.0
COCC(C)NCC(=O)NC(C)CCc1ccccc1 (stereo unspecified)	i	0.527	-0.239	0.47	-0.721	-0.71	1251	-10.0%	2.2	2.3	11.4	i	-13.8	3.8%	0.8	866	-1.3	12.9
COc1ccc(OCCCC(=O)Nc2ncn[nH]2)cc1	i	0.132	-0.257	0.164	0.594	x	x	0.5%	1.4	2.7	12.1	i	8.2	-4.3%	1.5	1079	-2.1	-3.5
O=c1c2[nH]c3ccccc3c2ncn1CCC1=CCCCC1	i	-0.559	-0.221	-0.151	0.774	0.07	1215	-0.1%	4.9	1.8	8.3	i	-4.8	6.0%	-6.4	959	24.1	34.4
COCCCC1CCN(Cc2nc(Cc3ccccc3Cl)no2)CC1	i	2	-0.258	0.9	-0.724	0.85	1552	11.8%	3.0	2.0	3.5	i	19.1	14.9%	2.6	863	9.0	1.8
O=C(O)C1SCCN1S(=O)(=O)c1ccc(N=NN2CCOCC2)cc1 (stereo unspecified)	i	3.51	-0.238	2.17	-1.67	x	x	-4.0%	1.6	1.8	0.7	i	4.5	-6.5%	4.0	1046	2.7	1.7
O=C(Nc1nc2ccc([N+](=O)[O-])cc2s1)c1c(F)cccc1F	i	0.0744	-0.165	0.722	-0.00933	-0.59	1568	4.9%	2.4	2.8	5.4	i	5.4	-11.4%	-3.2	1132	8.3	18.7
CC(=O)Nc1ccc(S(=O)(=O)N2CCN(CCCOc3cc(C)ccc3C)CC2)cc1	i	-0.406	-0.232	-0.137	-0.461	-1.78	1078	19.0%	2.3	2.4	6.6	i	10.6	26.6%	2.3	1114	-0.5	0.2
CC(=O)Oc1ccc(C(=O)O)c(OC(C)=O)c1	i	-0.0539	-0.281	-0.3	0.488	-0.38	1431	x	x	x	x	x	x	x	-3.0	1237	x	x
CCOc1cc(C(=O)N/N=C\c2cn(CC)nc2C)cc(OCC)c1OCC	i	0.315	0.417	-0.0241	-0.633	0.85	1113	18.8%	2.0	2.3	4.3	i	15.0	9.9%	x	x	6.1	-12.3
O=C(CN1CCOCC1)Nc1scc(-c2ccccc2)c1C(=O)N1CCOCC1	i	0.0442	0.0804	0.0887	0.753	0.92	1083	10.9%	1.4	1.0	5.3	i	1.4	-2.9%	-4.0	750	-4.6	-11.3
COc1ccc(Oc2ccc(/C=C/C(=O)c3ccc(O)cc3)cc2[N+](=O)[O-])cc1	i	-3.64*	1.55*	-1.88*	-0.689*	-0.23	996	22.3%	19.5	8.0	36.4	i	27.0	19.2%	14.4	204	28.4	-3.5
Cc1cc(=O)[nH]c(Sc2c(-c3ccccc3)c3ccccc3[nH]c2=O)n1	i	-0.00597	-0.179	-0.0646	-0.195	1.34	1255	17.1%	1.2	1.3	4.2	i	-4.8	15.0%	-1.2	1416	-10.3	17.3

Bioassay records deposited in PubChem by several laboratories.

The order is random, and some 5% of all compounds hit somewhere here.
